Rab2A wt mod = modulators of GTP binding to Rab2A wildtype, primary screen, biochemical, dog, bead-based flow cytometry, multiplex; Ras-related protein Rab-2A (Canis lupus familiaris), P61105; GST-Rab2 wt beads, Bodipy-GTP binding; GTP binding activity, % at 10 µM; 190,000 compounds, 0.19% hits; AID 760, 2007;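 active means GTP binding activity at least 20 points away from 100%, either lowered or raised; inconclusive means signal likely due to the compound's own green fluorescence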;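 further: 0% = beads with excess unlabeled GTP and 100% = no-compound control corrected for plate trend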
HRas wt GTP bind = modulators of GTP binding to HRas wildtype, primary screen, biochemical, bead-based flow cytometry, multiplex; GST-Ras wt beads, Bodipy-FL-GTP binding; actives lie on both sides; GTP binding activity, % at 10 µM; 190,000 compounds, 0.14% hits; GTPase HRas (Homo sapiens), P01112;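 active means GTP binding activity at least 20% away from the 100% baseline, either lowered as inhibitor or raised as activator; inconclusive means flagged as likely green fluorescent, judged across all proteins in the well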;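 further: 0% = unlabeled GTP competition control and 100% = no-compound control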
Target sequence (P01112 whole entry, looked up): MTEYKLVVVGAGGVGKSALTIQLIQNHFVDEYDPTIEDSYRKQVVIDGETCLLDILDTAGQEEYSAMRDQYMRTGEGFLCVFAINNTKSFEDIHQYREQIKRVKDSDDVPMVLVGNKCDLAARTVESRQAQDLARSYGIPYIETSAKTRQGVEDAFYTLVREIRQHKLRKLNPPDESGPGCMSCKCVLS
Mcl1 Bid PPI = Mcl-1/Bid binding inhibitors, primary screen, biochemical, TR-FRET, 1536-well; Induced myeloid leukemia cell differentiation protein Mcl-1 (Homo sapiens), Q07820; TR-FRET Mcl-1/Bid-Dy647 peptide binding; inhibition, % at 21.7 µM; 220,000 compounds, 0.97% hits; AID 1021, 2008;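 active means compounds that cut the binding signal by more than half at the single screening dose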;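 further: His-tagged Mcl-1 with europium anti-His antibody binding Bid BH3 peptide; 0% = Mcl-1 plus peptide wells and 100% = peptide-only wells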
Target sequence (Q07820 whole entry, looked up): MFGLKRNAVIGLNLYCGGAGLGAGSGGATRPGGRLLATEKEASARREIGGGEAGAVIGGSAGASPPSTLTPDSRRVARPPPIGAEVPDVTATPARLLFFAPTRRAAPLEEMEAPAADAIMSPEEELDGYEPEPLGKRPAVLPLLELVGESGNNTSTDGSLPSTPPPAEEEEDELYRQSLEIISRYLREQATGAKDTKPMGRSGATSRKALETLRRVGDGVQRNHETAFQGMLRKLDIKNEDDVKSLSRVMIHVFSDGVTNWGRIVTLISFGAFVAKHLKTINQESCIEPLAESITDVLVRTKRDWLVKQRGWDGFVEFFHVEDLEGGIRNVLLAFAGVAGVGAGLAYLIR
Cdc42 wt = modulators of GTP binding to wildtype Cdc42, primary screen, biochemical, multiplex bead flow cytometry, Bodipy-GTP | Cell division control protein 42 homolog (Homo sapiens), P60953 | AID 761, 2007 | percent activity (GTP binding), % at 10 µM | GST-Cdc42 beads; actives lie on both sides | 190,000 compounds, 0.2% hits;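 active means percent activity GTP binding at least 20 points away from the 100% baseline, either down as inhibitor or up as activator; inconclusive means compound flagged as likely green fluorescent from well-wide comparison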;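 further: median bead fluorescence of bound Bodipy-FL-GTP at 100 nM; 0% = excess unlabeled GTP control and 100% = no compound control; below 100% means less GTP binding so inhibitor and above means activator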
Target sequence (P60953 whole entry, looked up): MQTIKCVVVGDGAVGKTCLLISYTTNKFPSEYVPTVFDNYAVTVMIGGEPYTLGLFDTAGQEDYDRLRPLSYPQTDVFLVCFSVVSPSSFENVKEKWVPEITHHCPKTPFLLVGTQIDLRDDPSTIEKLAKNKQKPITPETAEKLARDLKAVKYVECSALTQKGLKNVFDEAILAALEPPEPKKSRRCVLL
Pf gametocyte = late stage P. falciparum gametocyte viability inhibitors, primary screen, ATP luminescence, HTS; inhibition, % at 10.9 µM; 150,000 compounds, 0.065% hits; P. falciparum stage V gametocytes, 24 h; AID 743093, 2013;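 active means inhibition above the mean plus 3 SD of compounds within the control limits, set per campaign, cut at about 38% in these data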;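 further: 0% = DMSO wells and 100% = medium only without gametocytes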
Avidin bead fluor = green autofluorescence of compounds with avidin beads – biophysical, 488/530 nm, flow cytometry, artefact control, profiling panel; compound fluorescence 488/530 nm; hits give high values; fluorescence (KMESF) at 10 µM; 220,000 compounds, 0.38% hits; AID 1775, 2009; in the data active means fluorescence above about 47; further: inactives centre near 10
Bim-Mcl-1 = inhibitors of Bim peptide binding to Mcl-1, primary screen, biochemical, bead-based flow cytometry, multiplex. Induced myeloid leukemia cell differentiation protein Mcl-1 (Homo sapiens), Q07820. Bim peptide-Mcl-1 binding. inhibition, % at 10 µM. 190,000 compounds, 0.1% hits. AID 1009, 2008; in the data active means inhibition above about 40%;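 further: 0% = no compound tracer wells and 100% = peptide blocker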
Rab7 wt modul = modulators of GTP binding to Rab7, primary screen, biochemical, wildtype, multiplex bead flow cytometry; Rab7 GTPase wild type (dog), Bodipy-FL-GTP binding; GST-Rab7 beads, fluorescent GTP binding; actives lie on both sides; untreated = 100%, excess cold GTP = 0%; GTP binding activity (percent of control), % at 10 µM; 190,000 compounds, 0.055% hits; AID 758, 2007;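 active means fluorescent GTP binding to Rab7 beads changed by at least 20 points from the 100% baseline, either direction, mostly lower; inconclusive means compound itself probably fluorescent, or too few beads counted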;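 further: median green fluorescence of bound Bodipy-FL-GTP per Rab7 bead population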
Rac1 wt modul = wildtype Rac1 GTP binding modulators, primary screen, biochemical, GST-Rac1 beads, flow cytometry, multiplex; Ras-related C3 botulinum toxin substrate 1 (Homo sapiens), P63000; 190,000 compounds, 0.27% hits; GTP binding activity (% of control), % at 10 µM; fluorescent GTP binding; actives lie on both sides; 0 = cold GTP competed, 100 = untreated; AID 757, 2007;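 active means GTP binding activity at least 20 points away from the 100% control level, either lower or higher; inconclusive means compound flagged as likely green fluorescent, judged across all proteins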
Rac1 mut GTP = GTP binding modulators of activated mutant Rac1, primary screen, biochemical, bead-based flow cytometry, multiplex, fluorescent GTP. Ras-related C3 botulinum toxin substrate 1 (Homo sapiens), P63000. percent activity (GTP binding), % at 10 µM. 190,000 compounds, 0.11% hits. GST-Rac1 activated beads; actives lie on both sides; 100% means binding = to untreated wells. AID 764, 2007;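 active means GTP binding at least 20 percentage points away from the 100% baseline, in either direction, so actives lie on both sides; inconclusive means Compound likely fluorescent itself, or too few beads counted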
Mcl1 Noxa PPI = Mcl-1/Noxa binding inhibitors, primary screen, biochemical, TR-FRET, 1536-well; 220,000 compounds, 1.5% hits; TR-FRET Mcl-1/Noxa peptide binding, 2 h; inhibition, % at 21.7 µM; Induced myeloid leukemia cell differentiation protein Mcl-1 (Homo sapiens), Q07820;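 active means compounds that cut the protein-peptide binding signal by more than 50% relative to plate controls in a single-dose test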;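 further: His-tagged Mcl-1 with rhodamine Noxa BH3 peptide and terbium anti-His antibody; 0% = Mcl-1 plus Noxa peptide wells and 100% = peptide-only wells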
An asterisk follows results filed as active; u = inconclusive; x = no result given. Rows were taken by chance (roughly 2.7% active in at least one column).

SMILES | Rab2A wt mod | HRas wt GTP bind | Mcl1 Bid PPI | Cdc42 wt | Pf gametocyte | Avidin bead fluor | Bim-Mcl-1 | Rab7 wt modul | Rac1 wt modul | Rac1 mut GTP | Mcl1 Noxa PPI
CC(C)(C)CN1CCNC(=O)C1CC(=O)NCCN1CCCc2ccccc21 (centres undefined) | 98 | 95 | -76 | 99 | -8 | 8 | -1 | 97 | 97 | 94 | 17
O=C1c2ccccc2C(Nc2ccc(S(=O)(=O)N3CCCCCC3)cc2)N1Cc1ccco1 (centres undefined) | 99 | 101 | -14 | 102 | x | 7 | 1 | 101 | 106 | 99 | 4
Cc1cc(NC(=O)c2ccccc2Oc2ccccc2)no1 | 100 | 101 | -22 | 100 | x | 18 | 0 | 102 | 102 | 97 | 11
CCNc1nc(NCC)nc(C(=O)OCCO)n1 | 95 | 94 | -13 | 96 | x | 7 | -3 | 95 | 95 | 93 | 11
Cn1cccc1-c1nc2ccc(NC(=O)c3ccco3)cc2[nH]1 | 95 | 97 | -47 | 97 | x | 36 | -7 | 99 | 94 | 96 | 8
COCCNC(=O)[C@H]1C[C@@H]1[C@H](NP(=O)(c1ccccc1)c1ccccc1)c1ccccc1 | 102 | 103 | 4 | 105 | x | 10 | -1 | 100 | 108 | 98 | 10
CSc1nn2c(C)c(C)c(C)nc2c1C#N | 91 | 90 | 7 | 90 | -6 | 17 | 6 | 91 | 85 | 91 | 10
COc1ccccc1-c1cc(-c2ccc(C)cc2)nc(SCc2nnc(-c3ccccc3)o2)c1C#N | 100 | 101 | -4 | 100 | -39 | 10 | -4 | 103 | 106 | 100 | -12
O=S(=O)(c1ccccc1)N1CCC(n2nnc3cc(F)ccc32)CC1 | 98 | 100 | -12 | 102 | -22 | 12 | -3 | 95 | 100 | 98 | 5
CC(=O)Nc1ccc(CN2CCN(c3cccc(C(F)(F)F)c3)CC2)cc1 | 100 | 101 | -26 | 106 | 3 | 12 | -2 | 97 | 106 | 100 | 5
CCCNC(=O)c1ccc(CNc2c(N3CCC(C(=O)OCC)CC3)c(=O)c2=O)cc1 | 99 | 99 | -3 | 99 | -30 | 29 | -4 | 102 | 100 | 98 | 4
Cc1ccc2c(CC(=O)Nc3sccc3C(N)=O)coc2c1 | 94 | 96 | -4 | 94 | 7 | 11 | -6 | 97 | 93 | 91 | 25
COC(=O)Cc1c(O)ccn(C2CC2)c1=O | 92 | 96 | -20 | 99 | 3 | 9 | -3 | 95 | 97 | 96 | 16
Cc1nc([N+](=O)[O-])cn1CC(=O)NCCCO | 100 | 102 | -11 | 100 | x | 9 | -8 | 101 | 105 | 100 | -12
Cc1ccccc1/C(N)=N/OC(=O)c1cccs1 | 97 | 99 | 4 | 100 | x | 16 | -2 | 97 | 102 | 98 | -5

The list goes on (2 carried over from the part before).
SMILES | Rab2A wt mod | HRas wt GTP bind | Mcl1 Bid PPI | Cdc42 wt | Pf gametocyte | Avidin bead fluor | Bim-Mcl-1 | Rab7 wt modul | Rac1 wt modul | Rac1 mut GTP | Mcl1 Noxa PPI
Cc1nc([N+](=O)[O-])cn1CC(=O)NCCCO | 100 | 102 | -11 | 100 | x | 9 | -8 | 101 | 105 | 100 | -12
Cc1ccccc1/C(N)=N/OC(=O)c1cccs1 | 97 | 99 | 4 | 100 | x | 16 | -2 | 97 | 102 | 98 | -5
COc1ccc(-c2cc3ncc(C(C)=O)c(C)n3n2)cc1 | 92 | 97 | -5 | 98 | x | 16 | -3 | 95 | 101 | 96 | -13
CO/N=C(/CNC(=O)c1ccc(F)cc1)c1ccc(Cl)cc1 | 100 | 100 | 2 | 103 | x | 9 | 3 | 98 | 101 | 99 | -3
CCOc1ccc(S(=O)(=O)/N=C(/c2ccccc2)N(C)C)cc1 | 94 | 96 | -18 | 98 | -2 | 10 | 0 | 99 | 100 | 95 | -2
O=C(/C=C/c1cccc2ccccc12)c1ccncc1 | 97 | 96 | 27 | 99 | x | 12 | -3 | 95 | 101 | 96 | 33
O=C(Nc1ccc(Cl)cc1F)C1CCN(S(=O)(=O)c2cccnc2)CC1 | 101 | 103 | -15 | 102 | -19 | 9 | -1 | 101 | 99 | 98 | -22
COCCNC(=O)c1nn2cccnc2c1Cl | 97 | 95 | -20 | 97 | 8 | 4 | 0 | 93 | 101 | 96 | 8
Cc1cc(NC(=O)CSc2nnc(-c3ccncc3)n2-c2ccc(F)cc2)no1 | 93 | 94 | -11 | 96 | 11 | 10 | 4 | 89 | 93 | 93 | 5
CCOc1ccc(NC(=O)CN(c2cccc(C(F)(F)F)c2)S(C)(=O)=O)cc1 | 102 | 103 | 1 | 103 | x | 11 | -3 | 102 | 101 | 100 | 5
CCOc1ccc(S(=O)(=O)Nc2ccccc2C(=O)N/N=C/c2c(OC)ccc3ccccc23)cc1 | 99 | 100 | -22 | 101 | 8 | 13 | -8 | 101 | 103 | 98 | -42
O=C(Nc1ccccc1)C1=C[C@H](C2CC2)C[C@H](OCCCCO)O1 | 97 | 96 | -8 | 96 | 3 | 7 | 1 | 92 | 97 | 97 | -16
N#CC1=C(SCC(=O)Nc2cccc3cccnc23)NC(=O)C(C#N)C12CCCCC2 (centres undefined) | 104 | 106 | -36 | 106 | x | 11 | 0 | 104 | 108 | 100 | 39
O=C(Nc1ncn[nH]1)c1ccc(Cl)c(S(=O)(=O)N2CCCCCC2)c1 | 100 | 100 | -10 | 99 | -26 | 5 | 0 | 101 | 100 | 99 | -33
O=C(NCc1ccccn1)C1CCC(=O)N1C1CCCCC1 (centres undefined) | 96 | 97 | -18 | 99 | x | 5 | -1 | 97 | 98 | 97 | -17
Cc1ccc(C(C(=O)NC2CCCCC2)N(Cc2cccnc2)C(=O)C2COc3ccccc3O2)o1 (centres undefined) | 100 | 100 | 0 | 102 | x | 25 | -3 | 102 | 106 | 98 | 8
COC(=O)C1=C(N)Oc2cc(C)[nH]c(=O)c2C1c1cc(OC)c(OC)c(OC)c1 (centres undefined) | 103 | 104 | -42 | 103 | x | 14 | 2 | 99 | 103 | 101 | -9
COCCN1CCn2c(nc3cc(NC(=O)NC4CCCCC4)ccc32)C1 | 103 | 104 | -32 | 106 | x | 5 | 4 | 104 | 106 | 102 | 10
CCn1c(/C=N/c2nc3ccccc3n2C)nc2ccccc21 | 99 | 97 | -8 | 97 | 5 | 10 | -4 | 99 | 99 | 95 | 5
CN(C)S(=O)(=O)c1cccc(NC(=O)c2cc(-c3cccs3)nn2-c2cccc(Cl)c2)c1 | 98 | 101 | -30 | 99 | -31 | 1 | -1 | 100 | 104 | 101 | -20
CCN(C1CCS(=O)(=O)C1)S(=O)(=O)c1cccs1 (centres undefined) | 101 | 99 | -14 | 102 | x | 14 | -4 | 100 | 103 | 98 | 13
O=C(Cn1nnc2ccccc21)OCc1ccccc1 | 96 | 96 | -26 | 95 | 11 | 5 | -3 | 97 | 97 | 95 | 0
Cc1ccc(S(=O)(=O)N2CCC(=O)N(C(COCc3ccc(Cl)cc3Cl)Cc3ccccc3)CC2)cc1 (centres undefined) | 103 | 104 | 3 | 104 | x | 7 | 0 | 103 | 107 | 99 | -3
CCOC(=O)CN1CC23C=CC(O2)C(C(=O)Nc2ccc(OCC)cc2)C3C1=O (centres undefined) | 100 | 97 | -16 | 96 | x | 3 | 3 | 99 | 98 | 97 | 16
S=c1[nH]nc(Cc2ccc(Br)cc2)n1/N=C/c1ccc(Cl)cc1 | 94 | 94 | -24 | 96 | x | 11 | -2 | 93 | 97 | 93 | 13
COc1ccc(NC(=O)C2CCCCN2N)cc1OC (centres undefined) | 100 | 101 | -15 | 100 | x | 22 | -2 | 98 | 105 | 97 | 15
Cc1ccc(S(=O)(=O)NC(=O)c2cc(C)n(C3CC3)c2C)cc1 | 96 | 97 | -40 | 97 | 12 | 12 | 0 | 97 | 99 | 96 | 7
O=C1OC(OC2CCCCC2)(c2ccccc2)c2ccccc21 (centres undefined) | u | u | -2 | u | x | 35 | -5 | u | u | u | -18
COc1ccc(OC)c(/C=C/C(=O)OCC(=O)c2c(N)n(C)c(=O)n(C)c2=O)c1 | 94 | 94 | -16 | 91 | 3 | 20 | 2 | 100 | 87 | 92 | -20
CCN1CCN(C(=O)c2ccc(Cl)c(S(=O)(=O)N3CCOCC3)c2)CC1 | 102 | 101 | -26 | 105 | x | 11 | -3 | 100 | 105 | 101 | 8
O=C(COC(=O)c1ccc(Cl)c(S(=O)(=O)N2CCCC2)c1)NC1CCCCC1 | 97 | 97 | -24 | 96 | x | 12 | -3 | 95 | 98 | 96 | 4

4 compounds picked at random from those above, as already listed:
SMILES | Rab2A wt mod | HRas wt GTP bind | Mcl1 Bid PPI | Cdc42 wt | Pf gametocyte | Avidin bead fluor | Bim-Mcl-1 | Rab7 wt modul | Rac1 wt modul | Rac1 mut GTP | Mcl1 Noxa PPI
O=C(Nc1ccccc1)C1=C[C@H](C2CC2)C[C@H](OCCCCO)O1 | 97 | 96 | -8 | 96 | 3 | 7 | 1 | 92 | 97 | 97 | -16
CCOc1ccc(S(=O)(=O)/N=C(/c2ccccc2)N(C)C)cc1 | 94 | 96 | -18 | 98 | -2 | 10 | 0 | 99 | 100 | 95 | -2
N#CC1=C(SCC(=O)Nc2cccc3cccnc23)NC(=O)C(C#N)C12CCCCC2 (centres undefined) | 104 | 106 | -36 | 106 | x | 11 | 0 | 104 | 108 | 100 | 39
O=C1OC(OC2CCCCC2)(c2ccccc2)c2ccccc21 (centres undefined) | u | u | -2 | u | x | 35 | -5 | u | u | u | -18

Source: PubChem BioAssay (several laboratories)
